Screening results from PubChem BioAssay.
Myeloid diff 2 – compounds promoting myeloid differentiation; 360,000 tested, 1% active; ER-HoxA9 myeloid progenitors, lysozyme-GFP differentiation, flow cytometry; calls only at 10 µM; AID 624256;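 active = normalized GFP-positive differentiation at or above the plate's own cutoff, the solvent-only control mean plus 3 SD; inconclusive = no clear call, values can overlap the other calls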;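 note: cells exposed to compound for four days before flow analysis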
Rac1 GTP hydrolysis – MgcRacGAP GTPase-activating activity inhibitors, confirmation, biochemical, ADP Hunter fluorescence; AID 624330; 340,000 tested, 0.6% active; inhibition, % at 30 µM; hits with a dose series show IC50 in µM; MgcRacGAP-stimulated Rac1 GTP hydrolysis, ADP Hunter fluorescence; higher % means a stronger effect; GST-tagged Rac1 F28L mutant substrate;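 active = first-screen hits whose inhibition reached a set limit at any dose in the follow-up dose series; inconclusive = inhibition above the set first-screen limit but never retested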;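 note: fluorescence reports GDP produced by GAP-driven GTP hydrolysis; strong numbers were not always called active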
GPR55 antagonists – GPR55 antagonists blocking LPI-driven arrestin recruitment, primary screen, imaging, U2OS, beta-arrestin-GFP, LPI agonist (AID 2013); 290,000 tested, 0.13% active; U2OS GPR55 beta-arrestin-GFP translocation imaging, LPI antagonism; higher % means a stronger effect; inhibition, % at 10 µM, or IC50 in µM where a hit was titrated;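 active = spots per cell inhibited over 60%, with over 100 cells counted and total cytoplasm intensity under 500,000; inconclusive = wells with under 100 cells, flagged as likely toxic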;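 note: U2OS cells stably carrying GPR55 and arrestin-GFP stimulated by 5 µM LPI near EC80; imaged beta-arrestin-GFP aggregate spots per cell after agonist stimulation; plate controls were LPI-stimulated DMSO wells for no effect and DMSO wells without LPI for full effect; some results filed as inactive read as strong as hits; confirmed hits need IC50 under 10 µM and bright autofluorescent wells are also inconclusive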
LYP inhibition – inhibitors of LYP phosphatase, biochemical, fluorescence intensity, uHTS (AID 1779); recombinant LYP phosphatase, fluorescence intensity; higher % means a stronger effect; inhibition, % at 11.5 µM; hits with a dose series show IC50 in µM; 290,000 tested, 0.054% active; in the data active = inhibition above about 50%;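 note: plate controls were vehicle with enzyme for no effect and no enzyme for full effect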
NTR1 ag – agonists of NTR1, primary screen, imaging, U2OS cells, beta-arrestin-GFP, high content (AID 493036). P30989. NTR1-U2OS beta-arrestin-GFP spot imaging, agonist mode. activation, % at 20 µM. 330,000 tested, 0.17% active;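 active = activation at or above 40% of the spot to cytoplasm intensity ratio, with at least 20 cells analyzed; inconclusive = wells under 20 cells, flagged as cytotoxic or low count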;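 note: 0% = DMSO without peptide and 100% = 100 nM NTR1 peptide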
Target sequence (P30989 whole entry, looked up): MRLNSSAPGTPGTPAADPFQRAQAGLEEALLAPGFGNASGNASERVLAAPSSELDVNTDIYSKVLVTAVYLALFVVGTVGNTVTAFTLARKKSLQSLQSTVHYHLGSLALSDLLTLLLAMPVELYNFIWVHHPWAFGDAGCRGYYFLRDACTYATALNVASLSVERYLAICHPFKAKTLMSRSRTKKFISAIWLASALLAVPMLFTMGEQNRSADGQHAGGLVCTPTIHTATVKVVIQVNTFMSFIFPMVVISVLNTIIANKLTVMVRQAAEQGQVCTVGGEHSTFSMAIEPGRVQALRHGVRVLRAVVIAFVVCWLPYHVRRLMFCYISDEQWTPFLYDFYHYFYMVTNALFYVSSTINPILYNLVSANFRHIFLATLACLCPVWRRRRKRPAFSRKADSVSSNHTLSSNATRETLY
SIAH1 antagonists – Siah-1 peptide-binding antagonists, primary screen, biochemical, fluorescence polarization, rhodamine-plectin, uHTS (AID 1817); Siah-1 / rhodamine-plectin peptide fluorescence polarization; higher % means a stronger effect; displacement, % at 20 µM; hits with a dose series show IC50 in µM; 290,000 tested, 0.02% active;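 active = displacement of at least 50% at 20 µM, with a fluorescence ratio check between 0.3 and a set limit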;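 note: plate controls were Siah plus tracer with DMSO for no effect and tracer alone without Siah for full effect; strong numbers were not always called active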
HIV fusion peptide – cell-free HIV fusion peptide-binding blockers – biochemical, uHTS, fluorescence dequenching, primary screen (AID 1986). cell-free peptide binding, fluorescence dequenching, 30 min; higher % means a stronger effect. inhibition, % at 20 µM, or IC50 in µM where a hit was titrated. 290,000 tested, 0.3% active; in the data active = inhibition mostly above about 52%, no sharp cut-off; inactive = mostly below about 76%; note: some results filed as inactive read as strong as hits
GPR35 antagonists – inhibition of zaprinast-stimulated GPR35 beta-arrestin translocation – imaging, U2OS, beta-arrestin-GFP, zaprinast agonist, primary screen (AID 2058). U2OS GPR35 beta-arrestin-GFP translocation imaging, zaprinast antagonism; higher % means a stronger effect. inhibition, % at 10 µM, or IC50 in µM where a hit was titrated. 290,000 tested, 0.052% active;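 active = inhibition of at least 50% with at least 30 cells and total cytoplasm GFP at most 10,000,000; inconclusive = under 30 cells or total GFP of 10,000,000 plus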
Salmonella PhoP GFP – PhoP-dependent GFP reporter repression – Salmonella Typhimurium, primary screen (AID 1863). inhibition, % at 50 µM; hits with a dose series show IC50 in µM. S. Typhimurium PhoP-regulated promoter GFP reporter, 4 h; higher % means a stronger effect. 300,000 tested, 0.16% active;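 active = inhibition over 29.93%, a cutoff 3 SD above the screen mean, later confirmed by dose response; inconclusive = inhibition over 29.93% but no dose response follow-up; inactive = inhibition at most 29.93% or unconfirmed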;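 note: 0% = low Mg2+ inducing control and 100% = high Mg2+ repressing control; strong numbers were not always called active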
NTR1 ag cell count 20 µM – also measured in NTR1 ag; calls as there; cell count; measured here: cell count, cytotoxicity flag
Myeloid diff 2 GFP+ MAC1+ % – recorded beside Myeloid diff 2, whose call it bears; GFP+ MAC1+ double positive, %; measured here: differentiation confirmed by MAC1 staining
Starred values were filed as active, the others as inactive; i = inactive; ? = inconclusive; . = no result given; + = active, no number.

SMILES	Myeloid diff 2	Myeloid diff 2 GFP+ MAC1+ %	Rac1 GTP hydrolysis	GPR55 antagonists	LYP inhibition	NTR1 ag	NTR1 ag cell count 20 µM	SIAH1 antagonists	HIV fusion peptide	GPR35 antagonists	Salmonella PhoP GFP
Cc1nc(NC(=O)CSc2nc3cccnc3n2Cc2ccccc2)sc1C	i	1.0	8.4%	-1.5%	-1.1%	13.9	57	-2.6%	-3.6%	17.2%	1.4%
COc1ccc(-c2cn3c(C)c(C(=O)NC(C)C)sc3n2)cc1	i	0.4	-3.0%	1.3%	1.3%	1.0	79	2.1%	-0.8%	10.8%	-4.6%
CC(C)(C)c1ccc(/C=C2/SC(N3CCCC3)=NC2=O)cc1	i	0.3	.	11.3%	-1.7%	6.4	50	-2.0%	-3.2%	-4.4%	0.1%
COc1ccc(N(C)S(=O)(=O)c2cccc(C(=O)Nc3ccc(-n4cnnn4)cc3)c2)cc1	i	0.5	-6.9%	1.3%	3.8%	2.9	101	0.7%	4.2%	4.7%	-12.0%
CC(C)c1cc(NC(=O)CSc2nnc(-c3ccccc3F)n2C)on1	i	1.2	-1.6%	-2.9%	-10.0%	-0.5	78	3.9%	-3.4%	-6.8%	-8.2%
COc1ccc(/C=C(/NC(=O)c2ccccc2)C(=O)NCCN2CCOCC2)cc1OC	i	1.1	7.4%	18.1%	-6.9%	1.1	59	0.1%	0.9%	-23.5%	-4.0%
S=C(NCc1cccnc1)Nc1ccc(Cl)cc1	i	0.6	11.0%	13.2%	-8.2%	-1.0	46	-0.8%	0.7%	-2.1%	35.1%
COc1ccccc1NC(=O)Nc1cccnc1	i	0.8	-6.1%	14.6%	-7.0%	1.0	54	-2.5%	-3.1%	17.5%	.
COc1ccc(NC(=O)CSC2=C(C#N)C(c3ccco3)C3=C(CCCC3=O)N2)c(OC)c1 (configuration not stated)	i	0.6	4.5%	-13.0%	-6.7%	-3.9	91	-4.9%	-0.9%	-6.6%	7.0%
Cc1ccccc1SC1CCN(C(=O)C2CCC(=O)N(C3CC3)C2)CC1 (configuration not stated)	i	0.4	9.1%	13.3%	-7.4%	-0.6	77	3.7%	2.7%	14.0%	1.6%
COc1ccc(-n2nc3cc(N)c(Br)cc3n2)cc1	i	0.6	1.9%	6.7%	0.4%	-0.2	64	-3.7%	5.1%	-0.7%	-2.6%
CC1CCCN(C(c2ccccc2)c2sc3ncnn3c2O)C1 (configuration not stated)	i	3.2	8.3%	7.2%	-3.5%	-3.0	65	0.5%	1.2%	3.4%	-9.2%
CC(=O)N/N=C(\C)C1COc2ccccc2O1 (configuration not stated)	i	1.2	-7.7%	1.4%	-5.1%	1.2	57	-4.2%	-0.7%	-1.6%	2.0%
S=c1[nH]nc(-c2ccco2)n1C1CCCCC1	i	0.5	10.6%	-4.9%	0.0%	0.2	48	-2.2%	-3.6%	0.1%	4.4%
COc1ccccc1NC(=O)Cn1nnc(C(=O)Nc2ccccc2)c1N	i	0.7	3.5%	3.6%	-1.7%	4.7	62	-3.0%	0.9%	9.6%	-4.1%
COc1ccc2nc(NC(=O)CCNS(=O)(=O)c3ccc4c(c3)oc(=O)n4C)sc2c1	i	7.1	5.3%	4.5%	-5.0%	0.4	75	-3.3%	-1.3%	-2.1%	13.4%
COc1cccc(NC(=O)CSc2nnc(-c3cc(-c4ccccn4)nc4ccccc34)o2)c1	i	1.2	11.5%	-12.8%	-0.1%	0.7	58	-3.4%	-0.6%	-13.1%	-3.5%
COc1ccc(C)cc1NC(=O)n1ncc2cc(Cl)ccc21	+	1.8*	8.2%	8.4%	-8.7%	12.4	91	1.4%	-1.0%	8.6%	7.0%
COc1cccc(NC(=O)CCC(=O)N2CC(C)Oc3ccc(C)cc32)c1 (configuration not stated)	i	1.5	5.5%	9.0%	-2.4%	0.4	43	14.3%	0.5%	4.7%	.
CN1CCN(CCCNC(=O)c2cc3c(=O)n(C)c4ccccc4c3s2)CC1	i	1.2	28.9%	12.0%	-5.8%	2.3	58	2.0%	-3.0%	15.3%	-2.7%
Cc1sc2ncnc(NCc3ccccc3)c2c1C	i	0.3	11.0%	.	-9.0%	2.0	34	-1.0%	-0.8%	9.3%	1.6%
COc1ccc(C)cc1NC(=O)CN1CCN(S(=O)(=O)c2ccc(C(C)C)cc2)CC1	i	1.3	7.0%	19.1%	13.1%	4.7	78	2.7%	-1.2%	-2.9%	-3.7%
COc1ccc(C(=O)/C=C/Nc2ccc(S(=O)(=O)Nc3cccc(C(C)=O)c3)cc2)cc1	?	.	6.4%	-2.7%	1.7%	-0.6	48	7.4%	2.6%	-1.0%	3.7%
CCc1ccc(NC2Nc3cc(C)nn3S2)cc1 (configuration not stated)	i	0.3	1.8%	15.8%	-1.9%	0.1	78	7.2%	1.8%	-4.1%	-8.2%
Cc1c(Cl)cccc1NC(=O)CSc1ncnc2c1cnn2CCO	?	.	3.4%	-13.8%	-6.2%	-0.6	77	3.5%	0.0%	-4.1%	-0.2%
SMILES	Myeloid diff 2	Myeloid diff 2 GFP+ MAC1+ %	Rac1 GTP hydrolysis	GPR55 antagonists	LYP inhibition	NTR1 ag	NTR1 ag cell count 20 µM	SIAH1 antagonists	HIV fusion peptide	GPR35 antagonists	Salmonella PhoP GFP
CN1C(=O)C(O)(C2CCCCCC2=O)c2ccccc21 (configuration not stated)	i	0.7	3.0%	10.1%	-9.8%	0.4	55	4.9%	0.3%	2.9%	11.1%
CCOCCc1nnc(NC(=O)COC)s1	i	5.8	2.0%	13.2%	-10.6%	0.3	56	3.2%	0.9%	5.5%	-6.2%
COc1ccc(/C=N/NC(=O)CCCOc2ccc(Cl)cc2Cl)cc1	i	0.7	-1.2%	-1.6%	-4.1%	5.3	83	7.5%	-0.9%	-11.1%	-1.2%
O=C(Nc1cc(Cl)cc(Cl)c1)c1coc(=O)c(Br)c1	i	0.5	20.8%	6.2%	-8.1%	1.7	48	10.4%	22.5%	-0.5%	-4.8%
Cc1ccnc(NC(=O)CNC(=O)c2ccc(C)s2)c1	i	1.7	0.0%	.	.	-0.2	58	.	.	.	-4.0%
Cc1ccc(NC(=O)c2cc(C)n(-c3cccc(C)c3)c2C)cc1	i	0.8	-4.3%	-4.5%	10.7%	0.7	46	-0.1%	-0.3%	-2.3%	-1.7%
CCOC(=O)c1c(N)sc(C(=O)Nc2ccccc2)c1C	i	0.7	11.9%	11.7%	3.7%	-1.8	24	3.6%	-0.8%	3.1%	-7.9%
CN(C)S(=O)(=O)c1ccc(C(=O)Nc2nnc(-c3ccc4c(c3)CCCC4)o2)cc1	i	3.3	6.0%	8.6%	-5.9%	-2.0	61	-4.1%	15.7%	6.6%	-3.1%
NC(=S)NNC(=O)/C(=C/c1ccc(Br)cc1)NC(=O)c1ccccc1	i	1.2	2.7%	4.8%	-1.1%	0.1	31	-1.8%	-3.3%	-2.6%	-0.2%
Cc1cc(C)c(NC(=O)C2CCN(c3cnccn3)CC2)c(C)c1	i	0.5	4.3%	-7.2%	-4.2%	5.0	59	2.6%	-0.4%	-5.3%	4.0%
CC1CCC(=NNC(=O)c2ccccc2-n2cccc2)CC1 (configuration not stated)	i	1.3	5.2%	.	.	-1.2	68	.	.	.	-5.7%
Cn1c2ccccc2c(=O)c2cc(C#Cc3ccsc3)ccc21	i	1.2	8.8%	11.7%	-8.1%	4.6	66	2.0%	7.5%	-10.8%	-7.3%
COc1ccccc1N1CCN(c2nc(-c3ccccc3)cc(C(F)(F)F)n2)CC1	i	1.0	-7.0%	11.0%	2.6%	1.9	94	3.7%	1.2%	11.1%	1.6%
COC(=O)c1nc(-c2ccccc2)oc1N1CCOCC1	i	0.7	7.9%	-12.0%	-4.0%	0.8	54	-2.6%	0.7%	-3.6%	7.7%
COc1ccc([N+](=O)[O-])cc1/C=N/Nc1nn[nH]n1	i	0.4	6.4%	-0.9%	-1.8%	0.4	60	1.9%	0.8%	-23.7%	0.9%
CCOc1ccc(C(=O)NCC(=O)OCC(=O)Nc2ccc(C)c(S(=O)(=O)N(C)C)c2)cc1	i	0.3	-1.4%	13.8%	-0.8%	0.6	35	3.9%	1.2%	11.2%	-1.4%
Cc1ccc(NC(=O)CN(C)C(=O)c2ccc(-n3cncn3)c([N+](=O)[O-])c2)cc1	i	1.0	2.6%	.	.	0.0	63	.	.	.	5.5%
CC(OC(=O)c1ccc(Cl)c(S(=O)(=O)N2CCOCC2)c1)C(=O)NC1CCCCC1C (configuration not stated)	i	2.4	2.5%	-26.0%	-6.3%	-0.7	73	0.1%	-1.0%	-10.5%	1.9%
CCC/C(O)=C1\C(=O)CC(C)(C)CC1=Nc1ccccc1OC	i	0.2	3.5%	1.7%	1.5%	-0.7	45	-2.3%	-2.1%	15.7%	-20.7%
O=C(Nc1cccc(Cl)c1)Nc1ccc2nccnc2c1	i	0.5	7.6%	10.3%	-3.9%	5.2	93	0.0%	-4.2%	-0.5%	8.9%
COc1ccc(-n2c(SCC(N)=O)nc3sc4c(c3c2=O)CCN(C)C4)cc1	i	1.3	11.3%	-0.6%	2.5%	-0.7	35	-3.4%	2.8%	-5.4%	12.8%
CC(c1ccccc1)N1C(=O)c2ccccc2C1O (configuration not stated)	i	2.4	0.5%	5.6%	-4.9%	2.9	99	3.8%	2.5%	8.2%	6.9%

Record cards, as listed above:
O=C(Nc1cccc(Cl)c1)Nc1ccc2nccnc2c1 is listed as Myeloid diff 2 = i; Myeloid diff 2 GFP+ MAC1+ % = 0.5; Rac1 GTP hydrolysis = 7.6%; GPR55 antagonists = 10.3%; LYP inhibition = -3.9%; NTR1 ag = 5.2; NTR1 ag cell count 20 µM = 93; SIAH1 antagonists = 0.0%; HIV fusion peptide = -4.2%; GPR35 antagonists = -0.5%; Salmonella PhoP GFP = 8.9%
CN1C(=O)C(O)(C2CCCCCC2=O)c2ccccc21 (configuration not stated) is listed as Myeloid diff 2 = i; Myeloid diff 2 GFP+ MAC1+ % = 0.7; Rac1 GTP hydrolysis = 3.0%; GPR55 antagonists = 10.1%; LYP inhibition = -9.8%; NTR1 ag = 0.4; NTR1 ag cell count 20 µM = 55; SIAH1 antagonists = 4.9%; HIV fusion peptide = 0.3%; GPR35 antagonists = 2.9%; Salmonella PhoP GFP = 11.1%

Rows are unselected; about 2.4% have a hit in one of these screens.
